# hERG WT inh = blocks the wildtype human KCNH2 potassium channel | Q12809 | U2OS, BacMam KCNH2, thallium flux FluxOr; hits give low values | activity change, % at 1.84 µM | 0.37% of 340,000 active;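 active = maximum activity change below -70%; inconclusive = maximum activity change between -70% and -50%; inactive = maximum activity change above -50%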; note: % is set by controls: 0 for no effect and ±100 for the full control effect
#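 U2OS cells were transduced with wild-type KCNH2 virus (2.03 x 10^8 / mL) for 4 h at room temperature, then cultured overnight at 37 C. Thallium flux was read with FluxOr dye. Rate constants were normalized to DMSO controls.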
# KCNH2 3.1 inh = blocks the human KCNH2 3.1 channel isoform; U2OS KCNH2 3.1, thallium flux FluxOr; hits give low values; AID 720553; activity change, % (tested at about 1.8 µM); 0.95% of 340,000 active;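 active = maximum activity change below -70%; inconclusive = maximum activity change from -70% to -50%; inactive = maximum activity change above -50%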;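 note: thallium influx rate constant from kinetic fluorescence after stimulation buffer; % is set by controls: 0 for no effect and ±100 for the full control effect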
#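 Thallium flux read-out: FluxOr dye with Red40 quencher in HBSS/HEPES, 45 min at RT. Rate constants from kinetic reads were normalized to positive and negative DMSO controls. Cells: U2OS virally expressing the 3.1 isoform.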
# Menin-MLL TR inh = displaces Texas Red mutant MLL peptide from human menin; O00255; Menin + Texas Red MLL mutant peptide, fluorescence polarization; Potency, µM (titrated, usually from 61.6 µM), inactives show top-dose FP activity change, negative = inhibition, most hits filed as inhibitors; 0.23% of 270,000 active; AID 1768; active = well fitted inhibition curve with a large enough effect in the polarisation, with a control signal flat, not every such curve was filed as active; inconclusive = small, poorly fitted or top-dose-only effect, or effect the other way, or a change in a side signal; inactive = no such curve, though single readings can be large or run the other way; the % refers to the polarisation; note: potency is the fitted concentration of half-maximal effect; % of control where 0% means no effect; many of its hits are not listed in these tables
# Giardia kill = kills Giardia lamblia | Giardia lamblia trophozoite viability | activity change, % at 7.66 µM, hits read low | 0.15% of 340,000 active; in the data active = activity change below about -80%; inconclusive = between about -30% and that limit;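 note: parasites exposed to compound for two days anaerobically before the ATP read; % is set by controls: 0 for no effect and ±100 for the full control effect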
#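 Anaerobic 48 hrs incubation at 37 deg C of 100 trophozoites/well with test compounds; ATPLite 1-Step luminescence, 15-30 min RT, reports cellular ATP as viability.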
# FBPA coupling cs = counter-screen for Giardia aldolase inhibitors: coupling enzyme system; coupling enzyme system counterscreen, AmpLite Red fluorescence; activity change, negative = inhibition, % at 58.2 µM, hits read low; 0.67% of 290,000 active; in the data active = activity change below about -30%; note: % is set by controls: 0 for no effect and ±100 for the full control effect
#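 Activity here indicates interference with the coupling reaction, not aldolase inhibition. Compounds at 57.5 uM final met coupling enzymes for 10 min at RT; substrate and AmpLite Red detection followed, with a 525/598 nm fluorescence read after 20 min.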
# TRPV1 ag = agonists of human vanilloid receptor 1 (TRPV1); 0.19% of 320,000 active; TRPV1-expressing cells, Fluo-8 calcium influx, agonist mode; activation, % at 8.33 µM; Q8NER1; in the data active = activation above about 80%; inconclusive = between about 30% and that limit; note: 0% is about no effect
#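 Fluo-8 calcium influx in TRPV1-expressing cells, kinetic read (ex 480/em 520 nm). Compound added and read 3 min for agonist activity, followed by capsaicin at EC20 final and 2 min further read for enhancement.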
# PKM2 act = increases activity of human pyruvate kinase M2; P14618; purified PKM2, Kinase-Glo ATP luminescence, activation; response scale: 0% is enzyme alone, no compound; Potency, µM (series often up to 57.5 µM), for the others: at the top dose activation, actives largely listed as activators; 0.34% of 260,000 active; note: potency is the fitted concentration of half-maximal effect; % is set by controls: 0 for no effect and ±100 for the full control effect; nearly all actives have a fitted effect of over 55% in size
#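 ATP formation by purified human PK-M2, quantified via coupled luciferase luminescence after 1 h at room temperature with 0.1 mM ADP and 0.5 mM PEP final.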
# B2AR arrestin = beta2AR (human) beta-arrestin recruitment activity; Potency, µM (highest dose often 46.1 µM), without a hit: at the top dose activation, hits mostly activators; AID 492947; P07550; 0.02% of 330,000 active; beta-arrestin recruitment to beta2AR, cell-based reporter;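 note: potency is the fitted concentration of half-maximal effect; 0% = DMSO controls and full agonism = EC100 isoproterenol or metaproterenol; nearly all actives have a fitted effect of over 65% in size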
# MLL CXXC-DNA inh = MLL CXXC-DNA interaction inhibition; Q03164; MLL-CXXC / FITC-HOXA9 DNA fluorescence polarization; Potency, µM (doses to about 115 µM), for the others: at the top dose activity change, negative = inhibition, most hits filed as inhibitors; 0.037% of 290,000 active; AID 2662; active = well fitted inhibition curve with a large enough effect in the polarisation, with a control signal flat, not every such curve was filed as active; inconclusive = small, poorly fitted or top-dose-only effect, or effect the other way, or a change in a side signal; inactive = no such curve, though single readings can be large or run the other way; the % refers to the polarisation; note: potency is the fitted concentration of half-maximal effect
#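 Purified MLL-CXXC (added from a 7 uM solution) was preincubated 5 min at ambient with pinned compounds in 50 mM Tris-HCl pH 7.5, 50 mM NaCl, 1 mM DTT, 0.05% BSA. Fluorescein-labeled HOX-A9 DNA (50 nM solution) followed, 30 min, then polarization read.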
# USP2a block = inhibitors of human ubiquitin-specific protease USP2a; O75604; USP2 core, Ub-CHOP2 coupled fluorogenic reporter, 485/531; Potency, µM (series often up to 38.3 µM), for the others: at the top dose activity change, negative = inhibition, hits mostly inhibitors; 0.01% of 330,000 active; AID 463254;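 note: potency is the fitted concentration of half-maximal effect; plate controls were DMSO wells for no effect and full inhibition by NEM control for full effect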
#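 USP2 core (10nM final) preincubated 30min RT with compound in 20mM Tris-HCl pH 8.0, 2mM CaCl2, 2mM beta-mercaptoethanol, 0.05% CHAPS; 25nM Ub-CHOP2 plus 25nM reporter substrate added, fluorescence (Ex485/Em531) read after 60min.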
# GALK inh = blocks human galactokinase activity; 0.007% of 270,000 active; Purified GALK, Kinase-Glo residual ATP luminescence; Potency, µM (doses to about 57.5 µM), for inactives: at the top dose activity change, negative = inhibition, actives largely listed as inhibitors; P51570; AID 1868; note: potency is the fitted concentration of half-maximal effect; % is set by controls: 0 for no effect and ±100 for the full control effect
#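 Compounds were pin-transferred into ATP buffer (35 uM final), then GALK plus galactose (5 nM, 100 uM final) was added. After 1 h at room temperature, Kinase-Glo Plus was added and luminescence read after 10 min.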
# * marks the source's active call; other numbers are inactive results; ? = inconclusive; . = no result given; [ ] = remark or other dose. Unless noted, calls come from the whole dose curve; as a rule, active = well fitted curve in the direction sought with a large enough effect; inconclusive = small, poorly fitted or top-dose-only effect, or another doubt; inactive = no such curve, though single readings can be large; an effect the other way counts as inactive or inconclusive. Some of the compounds tested (hit frequency here may not be typical).
SMILES,hERG WT inh,KCNH2 3.1 inh,Menin-MLL TR inh,Giardia kill,FBPA coupling cs,TRPV1 ag,PKM2 act,B2AR arrestin,MLL CXXC-DNA inh,USP2a block,GALK inh
CCc1ccc2[nH]c(=O)c(CN(Cc3ccc(F)cc3)C(c3nnnn3CCN3CCOCC3)C(C)C)cc2c1 (stereo not given),-5.8,1.2,-10.2%,-9.2,-0.2,-3.9,5.3%,-0.5%,-6.9%,0.1%,-0.4%
Cc1ccc(C(=O)N/N=C\c2ccc(-c3ccc([N+](=O)[O-])cc3)o2)cn1,-1.0,-18.6,.,-4.2,0.8,.,-3.1%,-0.8%,2.0%,0.1%,-0.4%
COC(=O)c1c(NC(=O)c2ccccc2F)sc2c1C(C(=O)OC)CC2 (stereo not given),2.2,-2.1,9.2%,8.7,0.3,1.1,-0.5%,-0.6%,-6.0%,1.3%,-1.3%
Cc1c(Cl)cccc1NC(=S)NCc1ccc2c(c1)OCO2,0.5,11.3,7.9%,-11.3,-0.1,13.8,6.8%,-0.9%,-0.9%,-0.3%,0.4%
Cc1nn(Cc2nc(-c3cccs3)no2)c(C)c1Br,-4.5,-3.4,7.9%[11.7 µM],-17.9,1.7,.,-13.9%,0.4%,11.7%,1.0%,0.0%
Cc1c(NC(=O)C(C)OC(=O)c2ccccc2O)c(=O)n(-c2ccccc2)n1C (stereo not given),1.8,7.7,.,20.6,.,.,.,-0.2%,.,4.5%,.
COc1ccc(Cc2nnc(SCC(=O)Nc3ccc(C)cc3)n(N)c2=O)cc1,-3.2,-0.3,.,10.8,.,2.4,.,0.3%,.,2.0%,.
COc1cc(NS(=O)(=O)c2ccc(C)cc2)ccc1-n1cnnn1,-18.7,3.1,13.0%,-5.1,1.0,0.0,?,0.2%,-4.8%,-0.6%,-0.6%
CCOC(=O)c1ccc(NC(=O)C(=O)NCc2ccccn2)cc1,9.9,-1.8,-7.1%,4.5,-1.7,2.7,-2.4%,0.0%,-9.5%,-1.3%,0.2%
Cc1cccc(NC(=O)CSc2n[nH]c(-c3ccncc3)n2)c1,0.5,8.6,?,-17.4,9.5,1.8,12.4%,0.4%,-6.3%,0.9%,5.4%
CCN(CC)C(=O)c1cc(S(=O)(=O)N2CCCCC2)c[nH]1,-22.5,6.6,0.4%,-29.2,-0.8,-3.5,-2.2%,0.0%,13.6%,2.0%,.
CN(C)CCCOC(=O)CCc1ccccc1,0.0,-3.6,3.3%,3.0,0.3,-0.7,2.8%,-0.1%,0.7%,0.0%,-0.3%
O=C(CNC(=O)c1ccc(Oc2ccccc2)cc1)OC1CCCCC1=O (stereo not given),3.4,.,3.8%,1.9,3.5,-3.6,-3.4%,-0.1%,6.5%,3.9%,1.5%
C=CCOc1ccc2ccccc2c1CNc1ncn[nH]1,-4.6,13.5,14.6%,-2.8,1.3,4.1,1.3%,0.1%,2.1%,-1.1%,1.0%
O=C(CNCC1CCCCC1)Nc1ccc(N2CCCCC2)cc1,.,.,?,.,-0.8,-3.3,.,0.2%,-3.1%,-0.4%,8.8%
CCCN(CC(=O)Nc1ccccc1C)C(=O)C1CC(=O)N(c2ccc(C)cc2)C1 (stereo not given),-6.8,-8.5,.,-5.9,.,-1.1,.,0.1%,.,-1.3%,.
Cc1cc(C(F)(F)F)c(C#N)c(Sc2ccccc2)n1,23.5,24.4,1.8%,0.8,11.7,4.6,4.6%,-0.1%,-2.5%,-0.4%,1.3%
CCCCN(C)C(=O)c1nc2ccccn2c1CN(C)Cc1csc(C)n1,3.7,13.6,-29.0%,12.6,-1.7,2.5,-1.1%,-0.1%,-10.5%,-0.2%,9.9%
CCCCNC(=O)c1cn(C)c2ccc(S(=O)(=O)N3CCCC3)cc2c1=O,-10.7,-6.6,.,-7.0,.,26.1,.,-0.3%,-9.4%,0.0%,-7.4%
O=C(O)/C=C/C(=O)NNc1ncnc2ccccc12,-9.3,2.4,.,3.1,1.3,7.0,-0.4%,0.0%,1.7%,3.3%,1.0%
CN1CCN(C(=O)c2ccc(F)c(F)c2)CC1,3.4,-3.1,?,12.3,0.2,5.9,-1.2%,1.0%,2.6%,4.0%,-5.7%
CC(=O)Nc1cccc(NC(=O)c2cc(-c3cccnc3)nc3ccc(Br)cc23)c1,21.1,-6.1,60.2%[activator],-8.3,.,-2.5,-1.5%,0.3%,2.6%,-6.1%,-1.0%
CN(Cc1ccccc1)C(=O)C1CCN(S(=O)(=O)c2ccc(-n3cnnn3)cc2)CC1,16.5,-4.5,-1.0%,0.6,2.1,-1.8,.,-0.2%,3.3%,-0.9%,5.2%
CC(c1ccco1)N(C(=O)c1ccc(F)cc1)c1ccccn1 (stereo not given),-2.9,17.8,12.3%,26.5,3.6,3.7,6.7%,0.0%,-0.9%,-0.2%,3.4%
COc1ccccc1/C(C)=N/NC(=S)NCc1ccccc1,-1.6,-18.1,-1.6%,-1.5,0.2,10.5,9.4%,?,-0.9%,0.3%,0.9%
COc1ccc(/C=N/NC2=NCCCCC2)c(OC)c1,-3.2,0.2,-11.8%,-4.4,8.0,-0.5,-5.1%,0.0%,-8.9%,3.3%,9.2%
O=C(COc1ccccc1)N1CCc2ccccc21,-6.0,13.5,1.9%,13.5,3.2,23.1,1.4%,-0.9%,-4.2%,0.2%,0.2%
O=C(CN1C(=O)c2ccccc2S1(=O)=O)c1ccc(OC(F)F)cc1,-8.4,-17.8,-2.3%,-7.0,-0.6,-2.7,2.3%,0.0%,?,0.8%,5.3%
Cc1cc(NC(=O)CSc2nnc3ccccn23)no1,1.7,-9.3,4.5%,-21.3,0.4,1.2,5.8%,-0.1%,16.3%,3.4%,-1.1%
COc1ccc(N2CCN(C(=O)c3c(Cl)cnn3C)CC2)cc1,-4.4,12.9,.,-1.7,.,0.3,-4.3%,-0.4%,2.2%,2.3%,-2.1%
O=C(NS(=O)(=O)Oc1ccccc1F)OC[C@@H]1CCCN2CCCCC12 (stereo not given in full),-5.7,16.1,-0.6%,-3.1,3.2,-2.8,.,0.7%,-1.2%,2.0%,-1.4%
O=C(N/N=C\c1cn[nH]c1-c1ccccc1)c1ccc([N+](=O)[O-])cc1,14.5,-6.2,14.8%,8.1,2.2,1.9,1.3%,-0.4%,-2.9%,2.5%,.
COc1cc(C(c2sc3nc(C)nn3c2O)N2CCOCC2)cc(OC)c1OC (stereo not given),-13.0,-8.2,1.2%,-6.3,2.8,-0.3,2.1%,-0.5%,-0.4%,-0.8%,-1.5%
COc1ccc(OCCn2cnc(Cl)c2Cl)cc1,-2.6,-11.4,.,12.3,0.9,-0.2,3.4%,0.0%,-8.2%,7.6%,-0.4%
COCCN(C(=O)CSc1nnc(Nc2ccccc2F)s1)c1c(N)n(Cc2ccccc2)c(=O)[nH]c1=O,-7.9,-6.6,-8.9%,-13.3,0.5,-0.6,-2.9%,3.7%,-1.2%,-0.4%,0.1%
Cc1onc(-c2ccccc2)c1C(=O)N/N=C/c1c[nH]c2ccccc12,5.3,5.2,?,22.9,-16.1,-3.5,-4.4%,0.0%,-3.8%,-1.3%,12.2%
CCOc1ccc(-c2nc3n(c(=O)c2C#N)CCCS3)cc1,1.3,8.3,2.9%,0.9,3.2,7.6,0.2%,-0.4%,19.6%,2.2%,-0.3%
COCc1nn2c(N)c(-c3ccccc3)cnc2c1-c1ccccc1,2.1,17.7,0.8%,-24.1,0.7,12.1,0.9%,-1.3%,6.4%,5.9%,3.1%
CC(C)NC(NC(=O)/C=C/c1ccccc1)C(Cl)(Cl)Cl (stereo not given),-11.0,4.8,20.1%,-2.9,0.4,8.3,0.0%,-0.3%,-2.8%,1.0%,10.4%
CCOC(=O)c1csc(NC(=O)CSc2nnnn2-c2cccc(OC)c2)n1,10.2,-6.0,-22.3%,10.7,5.4,2.6,-9.6%,-0.2%,-3.9%,-0.2%,-0.8%
CCc1ccc(C(=O)Nc2nnn(CC)n2)cc1,4.1,-2.6,-18.9%,?,3.6,16.4,-33.7%,-0.2%,-2.4%,-0.3%,0.8%
CCCCCOP(=O)(c1ccccc1)c1ccccc1,-4.2,1.0,-12.2%,-6.7,0.8,?,1.2%,-0.6%,2.4%,4.2%,1.3%
CCOC(=O)C1CCN(CCC(=O)Nc2cc(C)ccc2C)CC1,4.8,-6.1,-7.9%,15.2,2.0,-1.2,2.3%,-0.4%,4.1%,0.0%,-7.5%
COCCN(CCOC)c1nc(-c2ccc(Cl)cc2)nc2ccccc12,27.9,-20.5,32.9%[activator],-10.1,-1.3,24.3,-1.3%,0.4%,-4.9%,1.4%,-2.3%

# Screens (PubChem)
